RORgamma inh: inhibitors of mouse ROR gamma transcriptional activity. P51450. Drosophila S2 Gal4-RORgamma UAS-luciferase reporter, 20 h. Potency, µM (titrated, usually from 53.6 µM), without a hit: top-dose activity change, negative = inhibition, usual class: inhibitors. 310,000 compounds, 5.4% hits; note: potency is the fitted concentration of half-maximal effect; % is set by controls: 0 for no effect and ±100 for the full control effect; nearly all actives have a fitted effect of over 60% in size
Target sequence (P51450 whole entry, looked up, the tested form may be a part): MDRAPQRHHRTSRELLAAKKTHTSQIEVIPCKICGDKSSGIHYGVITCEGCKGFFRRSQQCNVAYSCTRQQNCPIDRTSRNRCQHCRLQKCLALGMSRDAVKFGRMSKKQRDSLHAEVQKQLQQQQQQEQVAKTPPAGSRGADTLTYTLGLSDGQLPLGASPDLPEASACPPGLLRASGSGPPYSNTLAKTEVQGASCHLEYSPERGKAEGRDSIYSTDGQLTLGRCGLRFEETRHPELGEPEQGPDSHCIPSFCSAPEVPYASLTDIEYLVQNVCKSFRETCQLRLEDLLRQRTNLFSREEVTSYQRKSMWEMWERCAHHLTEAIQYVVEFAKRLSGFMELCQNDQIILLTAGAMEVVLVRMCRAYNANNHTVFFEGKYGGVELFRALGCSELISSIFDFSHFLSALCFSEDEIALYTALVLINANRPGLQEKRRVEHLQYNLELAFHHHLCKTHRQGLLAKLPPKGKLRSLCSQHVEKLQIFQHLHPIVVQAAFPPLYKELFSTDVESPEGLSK
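Read-out: Photinus luciferase luminescence; inhibitors lower reporter signal. Insect Schneider cells with Gal4-ROR gamma fusion under metallothionein promoter, UAS reporter; 700 uM final copper sulfate induction, 20 hr, ambient temperature.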
Rab9 promoter act: Rab9 promoter activation; AID 485297; 320,000 compounds, 2.8% hits; Potency, µM (doses to about 9.22 µM), for the others: top-dose activation, negative = inhibition, most hits filed as activators; Huh7 Rab9 promoter-luciferase reporter, luminescence, 24 h; note: potency is the fitted concentration of half-maximal effect; % of control where 0% means no effect; nearly all actives have a fitted effect of over 60% in size
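Measured in stably transfected Huh7 cells bearing a Rab9 promoter–luciferase construct: 24 h compound treatment at 37 °C, followed by luminescence detection.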
NPC1 promoter act: NPC1 promoter activation; Huh7 NPC1 promoter luciferase reporter, 24 h; 320,000 compounds, 2.4% hits; Potency, µM (doses to about 9.22 µM), without a hit: at the top dose activation, usual class: activators;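 note: potency is the fitted concentration of half-maximal effect; % of control where 0% means no effect; nearly all actives have a fitted effect of over 60% in size; reporter is driven by a mutant NPC1 promoter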
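NPC1 promoter–luciferase Huh7 cells; 24 h compound; luminescence.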
Menin MLL FP TR: inhibitors of human menin-MLL interaction, mutant MLL peptide; 270,000 compounds, 0.23% hits; AID 1768; O00255; Menin + Texas Red MLL mutant peptide, fluorescence polarization; Potency, µM (series often up to 61.6 µM), for the others: top-dose FP activity change, negative = inhibition, usual class: inhibitors; active = well fitted inhibition curve with a large enough effect in the polarisation, with a control signal flat, not every such curve was filed as active; inconclusive = small, poorly fitted or top-dose-only effect, or effect the other way, or a change in a side signal; inactive = no such curve, though single readings can be large or run the other way; the % refers to the polarisation; note: potency is the fitted concentration of half-maximal effect; % of control where 0% means no effect; many of its hits are not listed in these tables
KCNH2 3.1 inh: KCNH2 3.1 (human) potassium channel inhibition | 340,000 compounds, 0.95% hits | AID 720553 | activity change, % (tested at about 1.8 µM) | U2OS KCNH2 3.1, thallium flux FluxOr; stronger effect = lower value;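 active = maximum activity change below -70%; inconclusive = maximum activity change from -70% to -50%; inactive = maximum activity change above -50%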;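 note: thallium influx rate constant from kinetic fluorescence after stimulation buffer; % is set by controls: 0 for no effect and ±100 for the full control effect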
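We transduce U2OS cells with the mutant 3.1 virus, culture them overnight, load FluxOr with Red40 quencher for 45 min, then add stimulation buffer and read kinetically for 2 min to derive a normalized rate constant.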
VP16 counter: inhibits Gal4-VP16 luciferase reporter, ROR gamma counter-screen; Drosophila S2 Gal4-VP16 UAS-luciferase, luminescence, 20 h; Potency, µM (titrated, usually from 53.6 µM), for the others: top-dose activity, negative = inhibition, most hits filed as inhibitors; 310,000 compounds, 3.5% hits; AID 2546;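 note: Gal4-VP16 expression switched on by copper sulfate through the metallothionein promoter; potency is the fitted concentration of half-maximal effect; % is set by controls: 0 for no effect and ±100 for the full control effect; nearly all actives have a fitted effect of over 50% in size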
Mito fusion yeast: blocks mitochondrial division or promotes mitochondrial fusion | AID 485298 | Potency, µM (top dose mostly 46.1 µM), inactives show top-dose growth rescue (activation), most hits filed as activators | S. cerevisiae fusion-defective mutant growth rescue, CellTiterGlo 48 h | 320,000 compounds, 0.23% hits;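 note: potency is the fitted concentration of half-maximal effect; % of control where 0% means no effect; nearly all actives have a fitted effect of over 45% in size; temperature-sensitive fusion mutants such as fzo1-1 at 37 °C on non-fermentable ethanol glycerol medium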
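Growth-rescue viability read-out: after 48 h at the non-permissive 37C in glycerol/ethanol YPEG, yeast mitochondrial fusion mutants are measured by CellTiterGlo luminescence; compounds (23 nl pinned per well) restoring growth score as division inhibitors or fusion activators.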
MBNL1-CUG inh: MBNL1-poly(CUG) RNA binding inhibition; Potency, µM (doses to about 57.5 µM), inactives show top-dose activity change, negative = inhibition, hits mostly inhibitors; Q9NR56; 280,000 compounds, 0.036% hits; TR-FRET MBNL1-His/biotin-(CUG)12 binding, 665/545 ratio; active = well fitted inhibition curve with a large enough effect in the signal ratio, with a control signal flat, not every such curve was filed as active; inconclusive = small, poorly fitted or top-dose-only effect, or effect the other way, or a change in a side signal; inactive = no such curve, though single readings can be large or run the other way; the % refers to the signal ratio; note: potency is the fitted concentration of half-maximal effect; % is set by controls: 0 for no effect and ±100 for the full control effect
Target sequence (Q9NR56 whole entry, looked up): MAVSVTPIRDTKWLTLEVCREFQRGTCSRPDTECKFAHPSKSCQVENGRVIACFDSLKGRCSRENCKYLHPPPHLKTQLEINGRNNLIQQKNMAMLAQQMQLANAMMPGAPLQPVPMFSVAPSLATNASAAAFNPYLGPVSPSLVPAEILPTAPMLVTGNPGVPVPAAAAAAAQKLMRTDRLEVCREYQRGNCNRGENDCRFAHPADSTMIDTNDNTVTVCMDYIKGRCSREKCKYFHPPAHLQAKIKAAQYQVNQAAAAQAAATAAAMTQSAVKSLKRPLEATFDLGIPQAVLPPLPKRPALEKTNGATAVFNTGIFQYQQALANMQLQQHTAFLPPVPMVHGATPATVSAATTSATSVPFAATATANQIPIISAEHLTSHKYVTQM
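His-tagged MBNL1 binding to biotinylated (CUG)12 RNA was measured by TR-FRET using terbium anti-His antibody (0.055 ng/ul final) and streptavidin-XL665 (5 nM final). Compounds were titrated 92 nM to 58 uM; 60 min at room temperature.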
FLuc counter: inhibits or activates purified firefly luciferase, miR-21 counter-screen | P08659 | purified FLuc, Km substrates, luminescence inhibition | Potency, µM (titrated, usually from 57.5 µM), without a hit: top-dose activity change, negative = inhibition, actives largely listed as inhibitors | 360,000 compounds, 6.9% hits;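 note: potency is the fitted concentration of half-maximal effect; plate controls were vehicle for no effect and reference inhibitor for full effect; nearly all actives have a fitted effect of over 55% in size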
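Purified P. pyralis luciferase, 10 nM final, with Km-level 10 uM D-luciferin and 10 uM ATP in 50 mM Tris acetate pH 7.5, 10 mM Mg acetate, 0.01% Tween-20, 0.05% BSA; 6-point qHTS titration about 60 µM downward; luminescence read.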
PKM2 activator: PKM2 (human) enzyme activation | P14618 | purified PKM2, Kinase-Glo ATP luminescence, activation; response scale: 0% is enzyme alone, no compound | Potency, µM (titrated, usually from 57.5 µM), for the others: at the top dose activation, usual class: activators | 260,000 compounds, 0.34% hits | AID 1631; note: potency is the fitted concentration of half-maximal effect; % is set by controls: 0 for no effect and ±100 for the full control effect; nearly all actives have a fitted effect of over 55% in size
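hPK-M2, >95% pure; 0.1 mM ADP / 0.5 mM PEP final; imidazole pH7.2 buffer w/ 7 mM MgCl2, 50 mM KCl; 1 h RT; Kinase-Glo lum. Intermediate enzyme activity for dual inhibitor/activator qHTS.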
ELG1 repair inh: blocks ELG1-dependent DNA repair in HEK293T cells | HEK293T ELG1-luciferase reporter, luminescence, 16 h; DNA damage induced by 5-fluorouridine | Potency, µM (top dose mostly 46.1 µM), inactives show at the highest dose activity change, negative = inhibition, hits mostly inhibitors | 330,000 compounds, 2.3% hits | AID 504467; note: potency is the fitted concentration of half-maximal effect; % is set by controls: 0 for no effect and ±100 for the full control effect; nearly all actives have a fitted effect of over 55% in size
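DMSO vehicle served as the neutral condition. Each well held 2,000 cells given 5-fluorouridine plus compound; after 16 hr at 37 °C/5% CO2, ONE-Glo was added and luciferase measured 30 min later.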
* = called active by the depositor; ? = inconclusive; . = no result given; & = joins results of further samples; [ ] = dose if it differs, or a comment. Unless noted, calls come from the whole dose curve; as a rule, active = well fitted curve in the direction sought with a large enough effect; inconclusive = small, poorly fitted or top-dose-only effect, or another doubt; inactive = no such curve, though single readings can be large; an effect the other way counts as inactive or inconclusive.

SMILES	RORgamma inh	Rab9 promoter act	NPC1 promoter act	Menin MLL FP TR	KCNH2 3.1 inh	VP16 counter	Mito fusion yeast	MBNL1-CUG inh	FLuc counter	PKM2 activator	ELG1 repair inh
CS(=O)(=O)c1ccc(C(=O)N2CCN(Cc3ccccc3)CC2)cc1	9%	-10%	-1%	-10%	-1	1%	-3%	-4%	0%	8%	-6%
COC(=O)C1=C(N)Oc2cc(C)n(CC3CCCO3)c(=O)c2C1c1ccccc1 (stereo not given)	18%	0%	-7%	-6%	-2	-11%	1%	-7%	-1%	0%	5%
O=C(N/N=C/c1cccc([N+](=O)[O-])c1)c1cccc2cc[nH]c12	-1%	1%	0%	22%	-1	2%	-2%	7%	7%	-4%	-7%
CCOC(=O)c1ccc(N2C(=O)CC(C3CCCO3)C2=O)cc1 (stereo not given)	20%	3%	-1%	18%	5	0%	-1%	?	-2%	-1%	8%
CCOC(=O)CC1C(=O)NCCN1S(=O)(=O)c1ccc(C)cc1 (stereo not given)	12%	3%	-3%	0%	19	6%	8%	-4%	0%	2%	5%
Nc1c(S(=O)(=O)c2cccc(Cl)c2)c2nc3ccccc3nc2n1CCN1CCOCC1	1%	-1%	15%	-1%	0	-13%	7%	4%	2%	2%	?
Cc1nn(Cc2ccccc2)c(C)c1C(=O)N1CCN(CC(=O)Nc2ccc(F)cc2)CC1	.	0%	2%	.	-6	.	-2%	.	1%	.	-6%
Cc1ccc(N(CC(=O)NCC2CCCO2)S(C)(=O)=O)cc1Cl (stereo not given)	-34%	-11%	1%	15%	-9	17%	-7%	4%	6%	0%	6%
CCOC(=O)c1ccccc1NC(=O)CSc1nc2ccncc2[nH]1	6%	2%	0%	1%	-12	4%	0%	2%	1%&2%	.	-3%
COc1ccc2nc(C)cc(SCC(=O)N/N=C/c3ccc(O)c(O)c3)c2c1	-18%	-14%	-14%	?	16	1%	2%	?	?	25µM*	-1%
COC(=O)c1cc2sc(Cl)cc2n1CC(=O)Nc1ccc(OC)c(OC)c1OC	?	3%	1%	30%[activator]	-1	-2%	3%	4%	-2%	9%	?
O=C(CSc1nnc(-c2ccc(F)cc2)c2ccccc12)Nc1ccccc1	?	2%	-1%	3%	4	2%	27%	-2%	1%	-12%	1%
CC1CC(C)(C)NCCNC(C)CC(C)(C)NCCN1 (stereo not given)	-13%	-6%	1%	17%	8	-7%	-3%	3%	3%	0%	4%
O=C(CC(Cc1ccccc1)c1ccco1)NCc1ccco1 (stereo not given)	?	-3%	0%	.	11	28%	-3%	-22%	0%	?	-12%
O=C(CC(c1ccccc1)c1ccccc1)N1CCN(c2ccccn2)CC1	11%	0%	-7%	7%	-10	-7%	0%	-16%	1%	5%	10%
O=C(Nc1ccc(Cl)c(S(=O)(=O)N2CCOCC2)c1)c1n[nH]c(=O)c2ccccc12	.	-5%	-1%	.	5	.	0%	.	1%	.	16%
COc1ccc(C(O)(C2CCCCC2)C(CN2CCOCC2)c2ccccc2)cc1 (stereo not given)	27%	0%	-2%	?	-16	-14%	-14%	3%	1%	.	?
FC(F)(F)c1cccc(NC(=S)NCC(c2cccnc2)N2CCOCC2)c1 (stereo not given)	-31%	-4%	0%	16%	-6	2%	-2%	-16%	-1%	0%	19%
CCOC(=O)N1CCN(C(=O)c2cc(COc3cccc(C(C)=O)c3)on2)CC1	34%	?	23%	.	-39	23%	-9%	-8%	?	-2%	?
O=C(NCCCN1CCCC1=O)c1cc2c(s1)CCCCC2	3%	?	29%	.	2	6%	1%	-9%	17µM*	-9%	?
COc1ccc(NC(=O)CSCC(=O)N(C)CCOc2ccc(Cl)cc2)cc1	.	-10%	-1%	.	1	.	6%	.	3%	.	-4%
CCC(=O)Nc1ccccc1C(=O)N1CCN(Cc2ccccc2)CC1	2%	8%	-6%	-3%	-15	-5%	3%	-3%	4%	3%	2%
O=C(O)CNc1nc(-c2ccccc2)nc2ccccc12	-5%	0%	2%	4%	7	4%	-4%	-1%	1%	2%	20%
COC(=O)CC(=O)N1CCN(c2ccc(Cl)c(Cl)c2)CC1	0%	-32%[inhibitor]	-6%	4%	7	6%	4%	3%	3%	5%	-19%
Cc1oc(-c2ccccc2Cl)nc1Cn1cccc1C1=NC(c2ccccc2)CO1 (stereo not given)	2%	-9%	2%	-3%	-11	-15%	-3%	-1%	-3%	5%	12%

Next part
SMILES	RORgamma inh	Rab9 promoter act	NPC1 promoter act	Menin MLL FP TR	KCNH2 3.1 inh	VP16 counter	Mito fusion yeast	MBNL1-CUG inh	FLuc counter	PKM2 activator	ELG1 repair inh
CCCNC(=O)c1ccc(OC)cc1OC	-2%	1%	1%	-11%	2	-4%	0%	-13%	-2%	-1%	0%
CC(=O)Nc1ccc(NC(=O)c2sc(-c3ccccc3)nc2C)cc1	-3%	-1%	-5%	14%	0	-6%	25%	19%	?	.	-14%
O=C(CCSc1ccccn1)c1ccccc1	20µM*	-2%	-1%	3%	.	?	2%	.	6µM*	5%	-1%
CS(=O)(=O)c1ccc(Cl)c(NC(=O)COC(=O)CNC(=O)c2sc3ccccc3c2Cl)c1	.	-1%	0%	.	-22	.	1%	.	15µM*	.	9%
Cn1cc(C(=O)NCN2CCCCC2)c2ccccc21	4%	3%	0%	7%	18	6%	-2%	-3%	0%	0%	17%
CCOc1ccccc1NC(=O)c1cccc(S(=O)(=O)N(Cc2ccccc2)c2ccccc2OC)c1	-7%	-3%	-9%	0%	10	-12%	-2%	3%	6%	0%	-17%
CCOC(=O)c1cn(Cc2cccc(Cl)c2)nn1	25%	0%	-2%	-11%	-30	2%	-24%	8%[11.5 µM]	2%	2%	7%
COc1cccc(Nc2ncccc2C(=O)O)c1	12%	19%	24%	48%[activator]	14	-14%	1%	-11%	19µM*	?	?
CCOCC(=O)Nc1ccc(S(=O)(=O)N2CCC(c3nc4ccccc4[nH]3)CC2)cc1	.	-3%	-6%	.	-19	.	-1%	.	13%	.	?
Oc1ccc(Cl)cc1CNc1cccc2cccnc12	-15%	0%	-5%	?	-29	-4%	2%	13%	0%	0%[11.5 µM]	-9%
CCOC(=O)N/N=C/C(Cl)=C/c1ccccc1	?	?	?	0%	2	?	1%	?	17µM*	3%	?
CCC(C)c1ccc(NC(=O)c2cnn3c(C(F)F)cc(C)nc23)cc1 (stereo not given)	13%	-1%	-2%	?	?	-2%	1%	0%	-7%	-19%	13%
CNC(=O)c1sc(-c2cccs2)nc1C	15%	15%	9%	-11%	-10	2%	-2%	?	-1%	1%	?
COc1ccc(C(=O)OCCOc2cccc(Cl)c2)cc1S(=O)(=O)N1CCOCC1	-23%	0%	2%	.	.	-5%	-1%	-1%	6%	-14%	?
O=C(COC(=O)CCC1CCCC1)Nc1cccc(S(=O)(=O)N2CCOCC2)c1	.	9%	0%	.	5	.	1%	.	1%	.	?
C/C(=N\N=C1\NC(=O)CS1)c1cccs1	?	10%	5%	3%	0	-5%	-2%	5%	?	.	22%
Cc1nc(C)c(C(=O)N2CCCC(C(=O)c3ccc(Cl)cc3C)C2)s1 (stereo not given)	?	-7%	1%	.	-7	-20%	1%	-6%	3%	.	-7%
Cc1cc(C)c(S(=O)(=O)NCC(c2ccc3c(c2)OCO3)N2CCOCC2)c(C)c1 (stereo not given)	.	0%	-4%	.	8	.	5%	.	1%	.	0%
COc1cc(/C=C2/SC(=S)N(CC(=O)O)C2=O)ccc1OCC(=O)Nc1ccc(C)c(C)c1	21%	5%	-1%	?	.	-7%	-2%	9%	4%	3%	7%
FC(F)Oc1ccc(-c2csc(=Nc3cccnc3)n2CC2CCCO2)cc1 (stereo not given)	34%	-5%	1%	-14%	-30	-5%	8%	16%	4%	24%	?
COc1ccc([C@H]2CC(=O)C=C(c3cc(C=O)ccc3OC)C2)cc1OC	.	2%	6%	.	.	.	-2%	.	2%	.	?

Assay outcomes (PubChem)

Some of the compounds tested; count on the stated rates, not on these rows.
